# Screening data (PubChem)
# Dengue-2 NS5 capping – Dengue-2 NS5 methyltransferase inhibitors, primary screen, biochemical, confirmation dose response (AID 588689) | Dengue-2 NS5 methyltransferase capping enzyme assay, biochemical; higher % means a stronger effect | inhibition, % at 25 µM; hits with a dose series show IC50 in µM | actives 0.3% (n = 340,000); in the data active means a potency from the dose series; inconclusive means inhibition above about 29% without an active follow-up result
# HIV peptide binding – cell-free HIV fusion peptide-binding blockers – biochemical, uHTS, fluorescence dequenching, primary screen (AID 1986). cell-free peptide binding, fluorescence dequenching, 30 min; higher % means a stronger effect. inhibition, % at 20 µM; hits with a dose series show IC50 in µM. actives 0.3% (n = 290,000); in the data active means inhibition mostly above about 52%, no sharp cut-off; inactive means mostly below about 76%; further: some results filed as inactive read as strong as hits
# KOR beta-arrestin-1 – kappa opioid receptor activators – cell-based, luminescence, uHTS, primary screen (AID 1777); one-dose activation, % at 10 µM; EC50 in µM for titrated hits; actives 0.02% (n = 280,000); KOR beta-arrestin recruitment, luminescence; higher % means a stronger effect; in the data active means activation above about 50%, passing the limit was not always enough; further: a part of the inactive calls stands beside numbers as strong as those of hits
# NOD1 NF-kB reporter – inhibition of NOD1-driven NF-kB reporter – cell-based, luminescence, uHTS, primary screen (AID 1578); actives 1% (n = 290,000); NOD1-driven NF-kB luciferase reporter cells, luminescence; higher % means a stronger effect; one-dose inhibition, % at 4 µM; EC50 in µM for titrated hits; in the data active means inhibition mostly above about 36%, no sharp cut-off; inactive means mostly below about 34%;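 further: HEK-293T reporter cells stimulated with the NOD1 agonist gamma-tri-DAP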
# GPR55 antagonists – GPR55 antagonists blocking LPI-driven arrestin recruitment, primary screen, imaging, U2OS, beta-arrestin-GFP, LPI agonist (AID 2013) | actives 0.13% (n = 290,000) | U2OS GPR55 beta-arrestin-GFP translocation imaging, LPI antagonism; higher % means a stronger effect | inhibition, % at 10 µM; hits with a dose series show IC50 in µM;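 active means spots per cell inhibited over 60%, with over 100 cells counted and total cytoplasm intensity under 500,000; inconclusive means wells with under 100 cells, flagged as likely toxic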;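 further: U2OS cells stably carrying GPR55 and arrestin-GFP stimulated by 5 µM LPI near EC80; imaged beta-arrestin-GFP aggregate spots per cell after agonist stimulation; plate controls were LPI-stimulated DMSO wells for no effect and DMSO wells without LPI for full effect; some results filed as inactive read as strong as hits; confirmed hits need IC50 under 10 µM and bright autofluorescent wells are also inconclusive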
# GPR35 antagonists – inhibition of zaprinast-stimulated GPR35 beta-arrestin translocation – imaging, U2OS, beta-arrestin-GFP, zaprinast agonist, primary screen (AID 2058) | U2OS GPR35 beta-arrestin-GFP translocation imaging, zaprinast antagonism; higher % means a stronger effect | actives 0.052% (n = 290,000) | one-dose inhibition, % at 10 µM; IC50 in µM for titrated hits;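 active means inhibition of at least 50% with at least 30 cells and total cytoplasm GFP at most 10,000,000; inconclusive means under 30 cells or total GFP of 10,000,000 plus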
# KOR beta-arrestin-2 – KOR antagonists, beta-arrestin recruitment, cell-based, luminescence, uHTS (AID 1778) | inhibition, % at 10 µM; hits with a dose series show IC50 in µM | KOR beta-arrestin recruitment, luminescence, antagonist mode; higher % means a stronger effect | actives 0.091% (n = 290,000); in the data active means inhibition above about 50%; further: strong numbers were not always called active
# GPR55 beta-arrestin – GPR55 agonists via beta-arrestin recruitment, primary screen, imaging, U2OS cells, beta-arrestin-GFP redistribution (AID 1961). actives 0.048% (n = 290,000). U2OS GPR55 beta-arrestin-GFP redistribution imaging; higher % means a stronger effect. activation, % at 10 µM; hits with a dose series show EC50 in µM;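 active means activation above 40% with more than 50 cells counted in the well; inconclusive means wells holding fewer than 50 cells, flagged as toxic or sparse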;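 further: U2OS osteosarcoma cells stably expressing GPR55 and beta-arrestin-GFP; plate controls were DMSO negative control for no effect and LPI positive control for full effect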
# West Nile virus CPE – West Nile virus antiviral activity, cell-based, CPE readout (AID 1621); West Nile virus-infected cells, CPE inhibition; higher % means a stronger effect; CPE inhibition, % at 10 µM; hits with a dose series show IC50 in µM; actives 0.02% (n = 290,000); in the data active means a potency from the dose series; inconclusive means CPE inhibition mostly from about 3.7% at the one dose, without a potency; inactive means the rest, 99 in 100 with CPE inhibition below about 2.2%; further: strong numbers were not always called active
# Dengue-2 NS5 capping pilot replicate – second read-out of Dengue-2 NS5 capping, no call of its own (marks repeat the call); inhibition, %; measured here: pilot screen replicate inhibition
# Active calls of the source: *; ? = inconclusive; . = no result given; [ ] = remark or other dose.
SMILES,Dengue-2 NS5 capping,HIV peptide binding,KOR beta-arrestin-1,NOD1 NF-kB reporter,GPR55 antagonists,GPR35 antagonists,KOR beta-arrestin-2,GPR55 beta-arrestin,West Nile virus CPE,others
CC(C)Oc1ccc(S(=O)(=O)N2CCOCC2)cc1NC(=O)CN1C(=O)NC2(CCCC2)C1=O,-4%,0.4%,4.9%,-31%,-2%,6%,-18%,-0.1%,0.6%,
O=C1CCN(S(=O)(=O)c2ccc(Cl)cc2)CC1,-6%,0.8%,-4.9%,-7%,0%,4%,-6%,-0.1%,2.6%,
COc1ccc(CN(C(=O)c2cccs2)c2ccccc2)cc1,-10%,0.1%,0.2%,-16%,10%,8%,-6%[20 µM],-0.3%,-0.8%,
Cc1cc(C)n(CC(=O)N2CCc3ccccc32)c(=O)c1C#N,-5%,-2.0%,4.3%,30%,9%,-28%,10%,0.6%,-0.1%,
c1ccc2c(N3CCOCC3)c3c(nc2c1)CCC3,-1%,0.0%,.,-16%,-23%,6%,-12%[20 µM],0.1%,0.1%,Dengue-2 NS5 capping pilot replicate=-1.5
CC(=O)Nc1ccc(C(=O)CSc2nc3ccccc3n2CC(=O)N2CCCC2)cc1,2%,-0.8%,.,-3%,-2%,4%,.,-0.3%,-0.1%,
O=C(Oc1ccc(F)cc1)c1cccnc1,-6%,-1.1%,-4.5%,-2%,34%,11%,-18%,-0.1%,0.1%,
CN(C)S(=O)(=O)c1cccc(C(=O)Nc2ccc3c(c2)CCC3)c1,-6%,-0.9%,3.2%,-88%,1%,-7%,23%,0.4%,-0.7%,
O=C(Nc1ccccc1C(=O)N1CCCCCC1)c1ccccc1Cl,-9%,-0.3%,0.2%,-29%,-3%,4%,-22%[20 µM],-0.1%,-0.3%,
O=C(NC1CCN(C(=O)NC2CCCCC2)CC1)c1ccco1,-3%,10%,1.1%,14%,-10%,1%,30%,0.1%,-0.2%,
O=C(NCc1ccc2c(c1)OCO2)C1CC(=O)N(C2CCCC2)C1 (stereo unspecified),-3%,-0.3%,7.5%,-38%,15%,0%,15%,-2.3%,-0.1%,
O=C(NNC(=S)Nc1cccc(Cl)c1)c1ccccc1OC(F)F,6%,4.4%,2.8%,-37%,3%,12%,-17%,-0.2%,0.6%,
O=C(CC12CC3CC(CC(C3)C1)C2)Nc1nncs1,-6%,-0.7%,-4.2%,-11%,4%,-2%,30%,0.6%,0.0%,
CCOC(=O)N1CCN(C(=O)c2c(-c3ccccc3Cl)noc2C)CC1,5%,1.4%,0.2%,-28%,5%,2%,-31%,-0.1%,-1.0%,
COCCNC(=O)c1ccc(NC(C)=O)cc1,-6%,-0.7%,13%,-7%,8%,5%,-30%,0.0%,0.1%,
COc1ccc(CNC(=O)C2CC(c3ccc(F)cc3)=NO2)cc1 (stereo unspecified),1%,-1.7%,-0.1%,-4%,14%,18%,-39%,0.2%,0.9%,
O=C(Cc1cccs1)N1CCN(S(=O)(=O)c2ccc(Br)cc2)CC1,-14%,0.1%,-2.2%,-7%,10%,28%,7%,-0.2%,-1.2%,
COC(=O)c1ccc(N2CCOCC2)c(F)c1,1%,-2.8%,-0.2%,-22%,11%,4%,21%,-0.1%,.,
CCC1CCCCN1c1ccc([N+](=O)[O-])cc1/C=N/NC(=O)Cn1c2ccccc2c(=O)c2ccccc21 (stereo unspecified),-5%,4.3%,0.9%,13%,-10%,8%,-34%,-0.2%,-0.6%,
COc1ccc(OC)c(C(=O)NC(CC(N)=O)c2ccc(NCCN3CCCC3)c([N+](=O)[O-])c2)c1 (stereo unspecified),-7%,0.1%,4.4%,-16%,1%,-4%,-21%[20 µM],0.0%,-0.3%,
O=C(Nc1ccc2c(c1)OCO2)Nc1ccc2c(c1)OCO2,9%,-4.4%,-3.6%,-34%,8%,3%,-4%[20 µM],-0.1%,-0.1%,
Cc1ccccc1NC(=O)CN(C)S(=O)(=O)c1cccs1,-2%,2.1%,3.1%,18%,-8%,0%,-28%,-0.1%,-0.2%,
CCN(CC)S(=O)(=O)c1ccc2c3c(cccc13)C(=O)N2,-1%,-1.8%,-0.4%,-18%,3%,-3%,3%,-0.1%,?,
CC1(C)CC(=O)C(/C=N/c2ccccn2)=C(O)C1,-3%,0.2%,-4.6%,8%,5%,-1%,40%,0.0%,0.2%,
O=C(NCc1ccccc1)N1CCOc2ccccc21,5%,1.5%,-0.1%,-2%,-2%,-11%,-24%,1.0%,-0.5%,
CCCc1nn(C)c2c1C(c1ccncc1)C(C#N)=C(N)O2 (stereo unspecified),5%,-1.4%,2.5%,20%,1%,-8%,0%,0.2%,0.5%,
Cc1cccc(NC(=O)NNC(=O)c2ccc3ccccc3c2O)c1,-8%,6.4%,0.3%,-48%,-3%,16%,-5%,0.2%,0.2%,
Cc1cnc(C(=O)Nc2ccc(C)c(S(=O)(=O)N(C)C)c2)cn1,7%,0.3%,-0.1%,-21%,-11%,-4%,-28%,-0.2%,-0.3%,
O=C(NCc1ccccc1F)c1cc(=O)[nH]c2ccccc12,-3%,-1.4%,1.8%,-13%,9%,2%,-15%,-0.2%,0.0%,
COC(=O)c1ccc2nc(-c3cccc(N)c3)cn2c1,4%,-1.1%,0.8%,40%,0%,-9%,-30%,0.1%,-0.2%,
O=C(C1CCCCC1)N1CCN(c2nc(-c3ccc(F)cc3)cs2)CC1,-1%,-2.8%,1.9%,37%,-16%,-8%,-7%,0.6%,-1.8%,
Nc1ccc(N2CCN(c3ccccc3)CC2)c(F)c1,0%,-0.8%,-2.5%,-48%,-11%,5%,-31%[20 µM],-0.1%,0.4%,
Cc1ccc(NC(=S)NNC(=S)NC2CCCCC2)cc1,4%,-0.9%,-4.6%,25%,41%,-3%,8%,0.9%,0.7%,
Cc1cc(CNC(=O)CCc2nnc(CCCc3ccccc3)o2)nn1C,-2%,-0.2%,.,-42%,6%,6%,-10%[20 µM],0.6%,-0.2%,
CCCc1ccc2oc(C(=O)NCCc3cnn(C)c3)c(C)c2c1,2%,-0.6%,-0.1%,-42%,0%,-12%,-7%,0.0%,-0.7%,
O=C(CN1C(=O)CC(c2ccco2)Sc2ccccc21)NCC1CCCO1 (stereo unspecified),-5%,0.9%,0.6%,-25%,9%,0%,8%,0.0%,0.0%,
CCOC(=O)C1(CCCc2ccccc2)CCN(Cc2cnc(C)s2)CC1,-12%,2.1%,.,-10%,10%,12%,-14%[20 µM],-0.1%,-0.9%,
COc1cc(C(=O)Nc2nnc(C3CC3)s2)ccc1OCc1c(C)noc1C,-2%,0.8%,-4.8%,-17%,-4%,-8%,16%,-0.4%,.,
CCOC(=O)c1[nH]c(=O)c2ccccc2c1O,-6%,-0.9%,0.5%,-16%,0%,10%,-16%,-0.3%,0.1%,
Cc1ccc(-n2nc3c(c2NC(=O)c2ccc4c(c2)OCO4)CSC3)c(C)c1,-1%,3.7%,-1.2%,7%,6%,-1%,-22%,0.1%,-0.3%,
CCCCCCn1c(NCC)nc2c1c(=O)[nH]c(=O)n2C,2%,-1.3%,-0.4%,-17%,2%,-9%,-24%,-0.1%,1.0%,
CCOC(=O)c1[nH]cnc1C(=O)Nc1cccc(N)n1,-12%,-0.4%,-2.8%,-15%,3%,-7%,21%,-0.1%,0.2%,
CCCCn1nc2cc(C(=O)NCCc3ccc(C)cc3)ccc2c1OCC,-4%,0.1%,4.8%,20%,-16%,12%,-4%,0.0%,-0.2%,
Cc1nc2cc(C(=O)N3CCc4ccccc43)ccc2n1-c1ccc(F)c(F)c1,0%,-1.4%,-1.0%,-4%,-10%,-2%,-39%,0.0%,-0.5%,
O=[N+]([O-])c1cc2c(c(CSc3nnnn3-c3ccc(O)cc3)c1)OCOC2,0%,-1.8%,-2.9%,-1%,8%,11%,17%,0.0%,-1.3%,
CCn1cc(/C=C(\NC(=O)c2ccccc2)C(=O)N2CCOCC2)c2ccccc21,0%,0.4%,-0.5%,-12%,8%,2%,10%,-0.2%,-0.2%,
Cc1ccc(N(C(=O)Cc2cccs2)C(C(=O)NC2CCCCC2)c2ccccn2)cc1C (stereo unspecified),-8%,2.1%,4.6%,-5%,-6%,-10%,8%,0.0%,-1.9%,
COC(=O)c1cccc(NC(=O)c2ccc(OC)c(Cl)c2)c1,2%,-0.1%,-4.8%,-16%,17%,-8%,-11%,-0.1%,-0.8%,
CCCC(=O)Nc1ccc(C(=O)/C=C/c2ccc(SC)cc2)cc1,-2%,-1.0%,.,-47%,1%,-3%,.,0.3%,0.0%,
CSc1ccc(CN(C)C(=O)CNC(=O)CNS(=O)(=O)c2ccc(C)c(C)c2)cc1,-6%,1.9%,-1.8%,15%,0%,-2%,-11%,0.2%,-1.5%,
Cc1ccc2c(C)nc(Nc3nc(CSc4nc5ccccc5[nH]4)cc(=O)[nH]3)nc2c1,-6%,-1.2%,1.3%,90%*,18%,4%,-36%,0.2%,-0.9%,
CCOc1cc(C(=O)CCC(=O)OCC(=O)Nc2ccc(C)c(S(=O)(=O)N(C)C)c2)ccc1O,-6%,-3.1%,4.6%,-6%,2%,9%,12%,-0.4%,-0.1%,
Cc1ccc(-c2nn(-c3ccccc3)cc2/C=N/n2c(-c3cccs3)n[nH]c2=S)cc1,.,11%,-2.4%,2%,21%,-6%,-26%,-0.1%,1.1%,
CCOC(=O)c1cccc(NC(=O)/C=C/c2ccc3c(c2)OCO3)c1,-3%,-1.3%,5.5%,98%*,12%,-7%,-26%,-0.2%,0.1%,
CSc1snc(SCC(N)=O)c1C#N,-10%,-0.8%,21%,-17%,20%,7%,22%,-0.2%,0.4%,
COC(=O)c1ccccc1NC(=O)c1sc(N)nc1C,-1%,18%,-12%,-25%,-13%,4%,-41%,-0.2%,0.4%,
CCOC(=O)CC(N)c1cccc([N+](=O)[O-])c1 (stereo unspecified),-1%,-1.0%,0.2%,-41%,9%,-4%,-15%,0.0%,0.2%,
O=C(Nc1ccc(C(=O)N2CCCC2)cc1)c1ccccc1[N+](=O)[O-],-3%,0.5%,-6.9%,-44%,4%,-4%,-1%,0.2%,-0.3%,
CC(C)Cc1c(O)nc(SCC(=O)N2CCCCCC2)[nH]c1=O,0%,-1.1%,0.0%,-16%,12%,0%,15%,0.5%,-0.4%,

# Some of the compounds tested. The share of hits here may be higher or lower than overall.
